TAG inh: reduces triacylglycerol accumulation in H9c2 cells | Nile Red lipid (TAG) fluorescence; cells loaded with 200 µM oleic acid | inhibition, % at 12.5 µM | actives 0.66% (n = 230,000) | AID 651582;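 active = pattern-corrected inhibition of lipid staining of at least 50% with the nuclear-stain viability signal not falling by more than 50%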;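 note: 0% = DMSO wells and 100% = triacsin C control wells; some results filed as inactive read as strong as hits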
TAG inh DAPI viability: recorded beside TAG inh, whose call it bears; DAPI nuclei signal change (viability), lower = more cytotoxic, %;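 whole-well DAPI fluorescence read on a plate reader as a viability signal; minus 50 percent equals half of cells still viable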
The depositor's hits bear a star.

SMILES | TAG inh | TAG inh DAPI viability
O=C(C[C@@H]1C/C=C\C[C@@H](Cc2ccc(F)cc2)C(=O)OC[C@@H]2CCCN2C1=O)N[C@H](CO)Cc1ccccc1 | 7 | 1
CS(=O)(=O)N(CC(=O)N1CCCCCC1)c1ccccc1 | 4 | 20
CC(C)(C)OC(=O)NCCCC[C@H](NC(=O)c1nc[nH]c1C(=O)NC(c1ccccc1)c1ccccc1)C(=O)OC(C)(C)C | 3 | -11
CN1CCC(N(C)S(=O)(=O)c2ccc(NC(=O)COc3ccc([N+](=O)[O-])cc3)cc2)CC1 | 11 | -9
CCN(C(=O)COC(=O)CN(C)S(=O)(=O)c1ccc(NC(C)=O)cc1)C1CCS(=O)(=O)C1 (stereo unspecified) | -2 | 8
Cc1ccc(S(=O)(=O)N2CCCCC2)cc1NC(=O)CCNC(=O)c1ccccc1Cl | 5 | 0
O=C(Nc1ccc(F)c(Cl)c1)Nc1ccc(Cl)cn1 | 14 | -14
CC(=O)Nc1sc(N/N=C/c2ccccc2F)nc1-c1ccc(C)cc1 | 20 | 3
O=C(COC(=O)c1nn(CCO)c(=O)c2ccccc12)Nc1ccc(Cl)c(Cl)c1 | 14 | -1
O=C(Nc1cc(C(F)(F)F)ccc1N1CCOCC1)c1cn2ccccc2n1 | 12 | 22
CCN(CC)S(=O)(=O)c1ccc(-c2nnc(SCC(N)=O)n2CC)cc1 | 15 | 4
O=C1NC(=O)N(C2CCCCC2)CC1Br (stereo unspecified) | 10 | 0
COc1ccc(C2CC(c3cccs3)n3nc(N)nc3N2)cc1 (stereo unspecified) | 18 | 65
CCOc1ccc(OCC(=O)Nc2cc(Cl)ccc2-n2cncn2)cc1 | -78 | 11
Cc1[nH]c2ccccc2c1C(=O)COc1ccccc1 | -2 | -2
O=S(=O)(NCCNc1ncc(C(F)(F)F)cc1Cl)C(F)(F)F | -7 | -6
CC(=O)N1CCC(N(C(=O)Nc2ccc(Cl)cc2)C(C)C)CC1 | -1 | 0
O=C(CC1C(=O)NCCN1C(=O)Nc1ccc(F)cc1)Nc1ccc(F)cc1 (stereo unspecified) | 11 | -7
Cc1cc(F)ccc1S(=O)(=O)Nc1ccc(C(=O)N2CCCCCC2)cc1 | 0 | 4
CC(=O)c1c(C)nn(CCC(=O)O)c1C | 7 | -3
Cc1ccc2c(c1)N(CC(=O)N1CCCC1)C(=O)CO2 | 3 | -5
COc1ccc(/C=C/C(=O)N(C)Cc2cccs2)cc1S(=O)(=O)N1CCOCC1 | -8 | 10
COc1ccc(C(=O)NN2CCOCC2)cc1[N+](=O)[O-] | -5 | 1
CN(C)CCCNC(=O)c1ccc(-c2ccccc2)cc1 | 15 | -4
CCc1ccc(C(=O)Nc2cccnc2Oc2ccc(Cl)cc2)cc1 | -19 | -8
CC(C)c1nnc(NC(=O)CCC(=O)N2CCN(c3ccccn3)CC2)s1 | -8 | 1
Cc1cc(C(=O)NCC(C)(C)N2CCOCC2)c(C)o1 | 0 | -1
CCC(=O)Nc1ccc(/C(C)=N\NC(=O)c2ccc(C)s2)cc1 | 6 | 8
CN(C)CCCOC(=O)COc1ccc(Br)cc1 | 2 | -1
COCCCNCC(=O)Nc1ccc(OC(F)(F)F)cc1 | -15 | 12

7 entries out of the list, ordered by heavy-atom count, low to high:
SMILES | TAG inh | TAG inh DAPI viability
O=C1NC(=O)N(C2CCCCC2)CC1Br (stereo unspecified) | 10 | 0
Cc1cc(C(=O)NCC(C)(C)N2CCOCC2)c(C)o1 | 0 | -1
CN(C)CCCNC(=O)c1ccc(-c2ccccc2)cc1 | 15 | -4
CC(=O)Nc1sc(N/N=C/c2ccccc2F)nc1-c1ccc(C)cc1 | 20 | 3
O=C(Nc1cc(C(F)(F)F)ccc1N1CCOCC1)c1cn2ccccc2n1 | 12 | 22
COc1ccc(/C=C/C(=O)N(C)Cc2cccs2)cc1S(=O)(=O)N1CCOCC1 | -8 | 10
O=C(C[C@@H]1C/C=C\C[C@@H](Cc2ccc(F)cc2)C(=O)OC[C@@H]2CCCN2C1=O)N[C@H](CO)Cc1ccccc1 | 7 | 1

Continued:
SMILES | TAG inh | TAG inh DAPI viability
CC1CCN(S(=O)(=O)CCNC(=O)c2ccccc2)CC1 | -17 | 2
CCN1CCCc2cc(CN(CCN3CCOCC3)C(=S)Nc3cccc(Cl)c3)ccc21 | 2 | 5
O=C(Nc1nc(-c2cccc([N+](=O)[O-])c2)cs1)c1cccc([N+](=O)[O-])c1C(=O)O | -8 | 5
O=S(=O)(c1cccs1)N1CCC(CO)(Cc2cccc(F)c2)CC1 | 3 | -2
Fc1ccc(-c2cnn3c(-c4ccncc4)ccnc23)cc1 | 19 | -1
CCc1ccc(CNCc2cccs2)cc1 | -1 | -2
O=C(C1CC=CCC1)N1CCN(C(=O)C2CC=CCC2)CC1 (stereo unspecified) | 4 | 4
COC(=O)c1ccc2[nH]c(C)c(CN3CCCC3)c(=O)c2c1 | -1 | -9
CC(C)NC(=O)C1(C)CCN1C(=O)c1ccc(F)c(Cl)c1 (stereo unspecified) | -6 | 4
CSc1nc(NCCN(C)C)c2sc3nc(-c4ccco4)c4c(c3c2n1)CCC4 | 51* | 24*
S=c1[nH]nc(-c2cc(-c3ccccc3)n[nH]2)n1/N=C/c1c2ccccc2cc2ccccc12 | 21 | -5
Cc1ccc(NC(=O)C2=CC(c3ccc(C)cc3)=NS(=O)(=O)N2C)cc1 | -12 | 6
NNC(=O)c1nc[nH]c1C(=O)Nc1ccccn1 | -6 | 2
FC(F)(F)c1cc(-c2ccccc2)nc2nc(N3CCOCC3)sc12 | 35 | 6
COc1cc(C(=O)OCC(=O)Nc2ccc(S(=O)(=O)NC3=NCCCCC3)cc2)cc(OC)c1OC | -24 | 3

A few values from above.
TAG inh, COc1cc(C(=O)OCC(=O)Nc2ccc(S(=O)(=O)NC3=NCCCCC3)cc2)cc(OC)c1OC is entered as -24
TAG inh DAPI viability, COC(=O)c1ccc2[nH]c(C)c(CN3CCCC3)c(=O)c2c1 is entered as -9

Remaining list, next part.
SMILES | TAG inh | TAG inh DAPI viability
CCOc1ccc(Cl)cc1-c1cc(C(=O)NCc2ccccc2OC)[nH]n1 | 1 | 5
O=C(CCS(=O)(=O)c1ccc(F)cc1)Nc1ccc(N2CCN(Cc3ccccc3)CC2)cc1 | 5 | 4
CCCC(=O)c1ccc(-c2ccccc2)cc1 | -17 | 10
Cc1ccc(N(CCC#N)C(=O)CSc2ccc3c(c2)OCCO3)cc1 | -13 | 4
CC(C)C[C@H](NC(=O)c1[nH]cnc1C(=O)N[C@H](C)c1ccccc1)C(=O)OC(C)(C)C | 15 | -1
CCCCN(C(=O)C1CCC1)c1c(N)n(CC(C)C)c(=O)[nH]c1=O | -19 | 2
CC(=O)c1c(C)[nH]c(C(=O)Nc2ccccc2N2CCOCC2)c1C | 92 | -62
Cc1ccc(C(=O)Nc2sc(C)c(-c3ccccc3)c2C(N)=O)cc1[N+](=O)[O-] | 34 | 7
C/C=C/c1ccc(OCC(=O)NNC(=O)CN(C)S(=O)(=O)c2ccc(C)cc2)c(OC)c1 | 21 | -10
Cc1c(NC(=O)c2ccc(F)cc2)c(=O)n(-c2ccccc2)n1C | -10 | -1
CCN=C1S/C(=C\c2ccc(N3CCOCC3)cc2C)C(=O)N1CC | -7 | 16
CN[C@H]1C[C@H]2c3[nH]c4ccc(-c5cccc(C)c5)cc4c3CCN2C[C@H]1[C@H](C)O | 19 | 13
Cc1ccc(-c2nnn(CC(=O)N3C(C)CCCC3C)n2)cc1 (stereo unspecified) | 15 | -5
COc1c(Cl)cc(Cl)cc1C(=O)Nc1ccccc1N1CCN(C(C)=O)CC1 | -14 | 2
CCOc1cc(NC(=S)Nc2cccc(OC)c2)c(OCC)cc1NC(=O)c1ccc(C)cc1 | 49 | 6
CC(C)(C)NC(=O)c1cccc(NC(=O)c2ccc3c(c2)C(=O)N(C(C)(C)C)C3=O)c1 | -2 | 7
COC(=O)C[C@@H]1C[C@H]2c3cc(NC(=O)C4CCC4)ccc3O[C@H]2[C@@H](CO)O1 | 1 | 2
O=C(/C=C/c1cccc(Cl)c1)NCc1ccccc1 | -21 | -1
Cc1c(Cl)c([N+](=O)[O-])nn1Cc1ccc(C(=O)NN)o1 | -14 | 11
O=C(Nc1nc(-c2ccco2)c(-c2ccco2)s1)c1ccc(F)cc1F | 10 | 11
COc1cc(OC)cc(C(=O)NCC(=O)NCC(c2ccco2)N2CCCCC2)c1 (stereo unspecified) | 11 | -3
COc1ccc(Br)cc1S(=O)(=O)N1CCOCC1 | -14 | 4
COc1ccc2oc(=O)c(C(=O)Nc3cccc(C)c3)cc2c1 | 0 | 3
Cc1cc(C(=O)N2CCCC(C(=O)c3cccc(C(F)(F)F)c3)C2)nc(C)n1 (stereo unspecified) | -4 | 1
CCOc1ccc(S(=O)(=O)NN=C2CCN(C(C)=O)CC2)cc1 | -5 | 11
CN(C)C=NC(=O)/C(C#N)=C/c1ccccc1 | -14 | 3
CCCn1c(N)c(C(=O)COC(=O)c2cccc(S(=O)(=O)N3CCOCC3)c2)c(=O)[nH]c1=O | -16 | 7
O=C(COC(=O)CNS(=O)(=O)c1ccc(F)c(F)c1F)NCCc1ccccc1 | 2 | -1
CC(=O)Nc1ccc(CN2CCN(CCC(C)C)C(CCO)C2)cc1 (stereo unspecified) | -13 | 11
O=C(O)c1cccc(-n2nnnc2SCc2ccccc2Cl)c1 | 12 | -12

Compound profiles, as listed above:
Results for `COc1ccc2oc(=O)c(C(=O)Nc3cccc(C)c3)cc2c1` → TAG inh = 0; TAG inh DAPI viability = 3
Results for `CC(=O)Nc1ccc(CN2CCN(CCC(C)C)C(CCO)C2)cc1` (stereo unspecified) → TAG inh = -13; TAG inh DAPI viability = 11
Results for `COC(=O)C[C@@H]1C[C@H]2c3cc(NC(=O)C4CCC4)ccc3O[C@H]2[C@@H](CO)O1` → TAG inh = 1; TAG inh DAPI viability = 2

Continued:
SMILES | TAG inh | TAG inh DAPI viability
Cc1c(-n2cccc2C=O)cccc1[N+](=O)[O-] | 3 | 6
Cc1ccc(-c2cc(C(=O)N3CCC(C)CC3)c3ccccc3n2)cc1 | 0 | 6
O=C(CN1C(=O)c2ccccc2C1=O)Nc1cccc2cccnc12 | -25 | -7
Cc1nn(C)c(C)c1NC(=O)CSc1nc(-c2ccccc2F)nc2c1cnn2-c1ccccc1 | 12 | -6
O=C(Nc1ccc(Br)cc1F)c1nc[nH]c1C(=O)N1CCc2ccccc2C1 | 14 | 8
Nc1c(Cl)cc(-c2cn(CCC(=O)O)c(-c3ccc(Cl)nc3)n2)cc1Cl | 25 | 0
Cc1ccc(C(=O)N/C(=C\c2ccc(-c3cc(Cl)ccc3Cl)o2)C(=O)NCc2cccnc2)cc1 | 34 | -1
CCCSc1nnc(CNS(=O)(=O)c2ccc(C)cc2)n1C | -8 | -6
COc1ccc(-c2coc3cc(O)ccc3c2=O)cc1OC | 0 | -14
Oc1ccc(C[C@@H]2CNC(=S)N2CCc2cc(C(F)(F)F)cc(C(F)(F)F)c2)cc1 | -22 | 8
O=C(Nc1ccc2c(c1)OCO2)C1CCCCN1S(=O)(=O)c1ccccc1 (stereo unspecified) | -1 | 6
CCOC(=O)C1CCCN(S(=O)(=O)c2cc3c4c(c2)CCN4C(=O)CC3)C1 (stereo unspecified) | -8 | 3
COc1cccc2cc(/C(C)=N/Nc3nc(-c4cc(C)ccc4C)cs3)c(=O)oc12 | 5 | 12
COc1cccc(-c2nc(C=O)cs2)c1 | 7 | 1
CC(=O)c1sc(NC(=O)c2cc3c(C)nn(-c4ccccc4)c3s2)nc1C | 18 | -6

Four of the compounds above, tab-delimited.
structure	TAG inh	TAG inh DAPI viability
CC(C)NC(=O)C1(C)CCN1C(=O)c1ccc(F)c(Cl)c1 (stereo unspecified)	-6	4
CSc1nc(NCCN(C)C)c2sc3nc(-c4ccco4)c4c(c3c2n1)CCC4	51*	24*
S=c1[nH]nc(-c2cc(-c3ccccc3)n[nH]2)n1/N=C/c1c2ccccc2cc2ccccc12	21	-5
Cc1ccc(NC(=O)C2=CC(c3ccc(C)cc3)=NS(=O)(=O)N2C)cc1	-12	6

Later entries.
SMILES | TAG inh | TAG inh DAPI viability
O=C(c1cc2ccccc2cc1O)N1CCCC(C(F)(F)F)C1 (stereo unspecified) | -11 | 2
CCCCN1C=C(C(=O)OCC)C(=O)CC1 | -9 | -1
CC(C)=CC(=O)Nc1c(C)cc(C)cc1Cl | -17 | 2
Nc1nonc1-n1nnc(C(=O)N/N=C/c2c(Cl)cccc2Cl)c1CSC1=NCCS1 | 0 | 9
Cc1ccnc(NC(=O)Nc2ccc(Br)cc2Cl)c1 | 3 | -5
O=C1OC(c2cccc3c(F)cccc23)c2ccccc21 (stereo unspecified) | 13 | -2
O=C(c1oc(=O)c2ccccc2c1-c1ccccc1)N1CCC(O)CC1 | 2 | -10
COc1ccc(OC)c(Nc2nc(NCCCN(C)C)nc(N)c2[N+](=O)[O-])c1 | 8 | 9
Cc1ccc(C)c(NS(=O)(=O)c2ccc(OCC(=O)NCc3ccco3)cc2)c1 | 2 | -6
O=C(O)CN1CCN(Cc2ccccc2F)C1=O | -6 | 3
CCCC(CCC(=O)Nc1nccs1)C(=O)O (stereo unspecified) | -10 | 10
O=S1(=O)CC=C(CSC(=S)NC2CCS(=O)(=O)C2)C1 (stereo unspecified) | 5 | -4
CC(=O)Nc1cc(-c2ccc(C(=O)N3CCOCC3)cc2)cn2c(-c3ccc(F)c(Cl)c3)cnc12 | 12 | -7
CCC1CN(C(=O)Nc2cccc(C)c2)c2cc(C)ccc2O1 (stereo unspecified) | -6 | -9
COc1ccc2c(c1OC)C(=O)N1C(C(=O)O)Cc3c([nH]c4ccccc34)C21 (stereo unspecified) | -9 | 18
O=C(Cc1ccccc1[N+](=O)[O-])NC1CC1 | 1 | 2
Cc1cccc(NS(=O)(=O)c2ccc(C(=O)NCC(c3ccco3)N3CCCCC3)cc2)c1C (stereo unspecified) | -34 | 13
CCC(=O)Nc1nc2ccccc2n1Cc1ccccc1Cl | 3 | -3
N#Cc1nc(COc2ccccc2)oc1N1CCC(Cc2ccccc2)CC1 | -58 | -2

Not all compounds are listed. The share of hits here may be higher or lower than overall.
